# IDE cell activ – human IDE activators in live cells, primary screen, fluorescence polarization, HEK cells, FAbeta-B substrate. Insulin-degrading enzyme (Homo sapiens), P14735. FAbeta-B cleavage; 0% vehicle, 100% cell-free pure enzyme wells. activation, % at 5.96 µM. 340,000 tested, 0.073% active. AID 493087, 2011;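 active means activation above the mean of all tested compounds plus 3 SD, set per screening campaign, cut at about 17% in these data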
# Target sequence (P14735 whole entry, looked up): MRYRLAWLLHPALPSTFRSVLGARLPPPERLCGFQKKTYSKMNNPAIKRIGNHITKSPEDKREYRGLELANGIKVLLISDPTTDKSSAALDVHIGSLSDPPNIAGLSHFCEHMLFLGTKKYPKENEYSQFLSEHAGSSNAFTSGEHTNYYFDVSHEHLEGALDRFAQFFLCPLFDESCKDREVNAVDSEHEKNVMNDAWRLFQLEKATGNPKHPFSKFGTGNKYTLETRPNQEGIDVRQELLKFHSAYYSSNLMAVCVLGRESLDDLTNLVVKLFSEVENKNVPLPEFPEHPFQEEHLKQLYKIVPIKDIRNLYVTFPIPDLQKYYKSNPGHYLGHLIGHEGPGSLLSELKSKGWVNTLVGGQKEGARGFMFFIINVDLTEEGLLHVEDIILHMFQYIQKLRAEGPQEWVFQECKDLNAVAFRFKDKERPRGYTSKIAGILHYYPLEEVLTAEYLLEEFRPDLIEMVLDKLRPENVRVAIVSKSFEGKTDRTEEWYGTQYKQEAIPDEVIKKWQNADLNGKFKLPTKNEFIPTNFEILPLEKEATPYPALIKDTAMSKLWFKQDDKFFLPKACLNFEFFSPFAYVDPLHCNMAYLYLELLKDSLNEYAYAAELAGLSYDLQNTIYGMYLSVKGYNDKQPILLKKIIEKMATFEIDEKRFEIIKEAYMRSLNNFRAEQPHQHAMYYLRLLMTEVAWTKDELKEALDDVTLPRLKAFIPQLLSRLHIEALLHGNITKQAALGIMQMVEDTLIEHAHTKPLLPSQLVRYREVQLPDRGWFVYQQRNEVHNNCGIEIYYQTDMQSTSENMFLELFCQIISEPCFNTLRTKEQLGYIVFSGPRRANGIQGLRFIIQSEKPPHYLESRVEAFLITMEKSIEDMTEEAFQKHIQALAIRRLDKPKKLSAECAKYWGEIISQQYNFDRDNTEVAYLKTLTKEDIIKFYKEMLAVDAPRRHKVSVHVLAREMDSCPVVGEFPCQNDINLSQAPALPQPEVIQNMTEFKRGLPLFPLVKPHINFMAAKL
# MEKK2mut PB1 HTS – MEK5 binding signal on mutant MEKK2 PB1, primary screen, biochemical, multiplex bead flow cytometry, Alexa488-MEK5. Alexa488-MEK5 binding to MEKK2 mutant. percent response, % at 10 µM. 290,000 tested, 0.35% active. AID 1530, 2009; in the data active means percent response above about 24%, passing the limit was not always enough; further: inactives centre near 1; some results filed as inactive read as strong as hits; reference of the scale not given here
# MEKK3 PB1 HTS – modulators of MEKK3-MEK5 PB1 binding, primary screen, biochemical, wildtype MEKK3, multiplex bead flow cytometry, Alexa488-MEK5; binding response (% of control), % at 10 µM; bead-based flow cytometry, Alexa488-MEK5 binding to MEKK3; actives lie on both sides; 0 = blocked by unlabeled MEK5, 100 = vehicle; AID 1529, 2009; Mitogen-activated protein kinase kinase kinase 3 (Homo sapiens), Q99759; 290,000 tested, 1.4% active;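 active means binding response more than 3 SD above or below the average of its plate-row segment, actives on both sides; inconclusive means wells at one plate position flagged as instrument error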;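 further: Alexa488 bead fluorescence after subtracting the streptavidin-only scavenger bead signal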
# IDE cell inh – human IDE inhibitors in live cells, primary screen, fluorescence polarization, HEK cells, FAbetaB substrate; Insulin-degrading enzyme (Homo sapiens), P14735; inhibition, % at 5.59 µM; AID 434962, 2010; FAbetaB cleavage; 320,000 tested, 0.41% active;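 active means percent inhibition above the average of all tested compounds plus 3 SD, set per screening campaign, cut at about 16% in these data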;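 further: IDE supplied by intact live HEK cells; FP after avidin binding of uncleaved biotin substrate so inhibition keeps polarization high; 0% = DMSO wells and 100% = 60 µM reference IDE inhibitor Ii1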
# p-CIP stab down – p/CIP-EGFP fusion destabilizers, primary screen, fluorescence, F442A cells; 16 h; decrease of EGFP signal, % at 10 µM; 290,000 tested, 0.01% active;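 active means EGFP signal decrease of at least 30% at 10 µM or well 3 SD below plate mean, unless failing retest; inactive means the rest, including hits failing retest or dose response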; further: some compounds called inactive have numbers as strong as hits; many of its hits are not listed in these tables
# SUMO HTRF inh – inhibitors of in vitro SUMOylation cascade, primary screen, biochemical, HTRF, uHTS. HTRF SUMOylation assay, SAE1/SAE2 + UBC9. 290,000 tested, 0.36% active. SUMO-conjugating enzyme UBC9 (Homo sapiens), P63279. inhibition, % at 35 µM; in the data active means inhibition above about 50%, passing the limit was not always enough; inconclusive means no clear call, values can overlap the other calls; further: strong numbers were not always called active
# MEKK2 WT-MEK5 – modulators of MEK5 binding to wildtype MEKK2, primary screen, biochemical, multiplex bead flow cytometry, Alexa488-MEK5; Mitogen-activated protein kinase kinase kinase 2 (Homo sapiens), Q9Y2U5; AID 1531, 2009; binding response (% of control), % at 10 µM; Alexa488-MEK5 binding to MEKK2 WT; actives lie on both sides; 290,000 tested, 1.1% active; in the data active means binding response below about 67% or above about 130%; inconclusive means no clear call, values can overlap the other calls; inactive means in between
# PfM18AAP inh – PfM18AAP inhibitors, malaria aminopeptidase, primary screen, biochemical, QFRET, recombinant enzyme | M18 aspartyl aminopeptidase (Plasmodium falciparum 3D7) | H-Glu-NHMec fluorogenic cleavage | inhibition, % at 7.35 µM | 290,000 tested, 1.2% active;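 active means inhibition above the campaign mean inhibition over all tested compounds plus 3 SD, cut at about 28% in these data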;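 further: 0% = plate median of test compound wells and 100% = 2 mM ZnCl2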
# NALP1 inh – NALP1 inflammasome inhibitors in reconstituted yeast, colorimetric, S. cerevisiae, triplicate retest | S. cerevisiae NALP1/ASC/caspase-1 growth, X-gal OD620, 72 h | inhibition, % at 10 µM | 280,000 tested, 0.61% active; in the data active means inhibition mostly above about 24%, no sharp cut-off; inactive means mostly below about 32%; further: some compounds called inactive have numbers as strong as hits
# An asterisk follows results filed as active; ? = inconclusive; / = no result given. Some of the compounds tested. The share of hits here may be higher or lower than overall.
SMILES,IDE cell activ,MEKK2mut PB1 HTS,MEKK3 PB1 HTS,IDE cell inh,p-CIP stab down,SUMO HTRF inh,MEKK2 WT-MEK5,PfM18AAP inh,NALP1 inh
CCCn1c(=O)[nH]c(=O)c2c1nc(-c1ccccc1)n2CCN1CCOCC1,2,-2,97,-2,-11,3,98,14,24
CSc1ccccc1OCc1cc(C(=O)N2CCN(C3CCCC3)C(=O)C2)no1,-3,-1,99,-6,4,-2,100,-11,5
COc1ccc(CCn2c(-c3cc([N+](=O)[O-])cc([N+](=O)[O-])c3)nc3nc4ccccc4nc32)cc1,7,-2,100,0,-6,4,96,-3,26
CCN(CC)S(=O)(=O)c1cccc(C(=O)Nc2nncs2)c1,-5,1,96,5,-6,27,98,3,4
CCCn1c(CCc2ccccc2)n[nH]c1=S,1,-8,105,1,-6,-8,100,20,-1
COc1ccc(C2CC(=O)C=C(NCCC(C)C)C2)cc1 (stereo not drawn),-3,1,107,4,-4,11,104,8,6
Clc1ccc(-c2[nH]ncc2N=Nc2ccccc2)cc1,-1,5,104,2,-2,-28,103,-1,-10
CC(=O)Nc1ccccc1NS(=O)(=O)c1ccccc1[N+](=O)[O-],-2,-10,100,-6,4,1,92,-12,10
COc1ccc(N=C2CCCN2CC(N)=O)cc1,0,-1,101,4,3,11,102,0,0
Cc1ccc([N+](=O)[O-])cc1NC(=O)C1CCCC1,1,3,103,-3,-10,18,108,-11,15
CN(Cc1ccccc1)Cc1nc2c([nH]1)c(=O)n(C)c(=O)n2C,3,2,97,-1,0,1,100,-10,4
Cc1cc(SCC(=O)Nc2ccc(O)cc2)n2nc(C)c(-c3ccccc3)c2n1,4,-3,101,1,6,6,95,2,0
O=C(CN1CCN(S(=O)(=O)c2ccc(Br)cc2)CC1)N/N=C/c1ccccc1C(=O)O,2,5,102,3,-8,/,100,1,0
Cc1ccc2c(c1)C(O)(CC(=O)c1cccc(-n3cccc3)c1)C(=O)N2 (stereo not drawn),0,-7,97,-7,14,-14,91,0,5
CCOc1ccc(C2C(C(=O)c3cccs3)=C(O)C(=O)N2Cc2cccnc2)cc1OC (stereo not drawn),-1,-6,95,6,-2,-5,90,9,-9
COc1cccc(/C=N/NC(=O)N/N=C/c2cccc(OC)c2O)c1O,4,0,100,1,0,-23,99,33*,2
O=S(=O)(N1CCOCC1)N1CCN(c2ccccc2F)CC1,0,-5,90,-4,-10,8,91,0,34
Cc1cccc2c1N(C)C(=O)C2=O,3,-8,98,-1,1,25,93,9,-19
Cc1cnc(C(=O)Nc2ccc(C(C)C)cc2)cn1,4,-1,114,-3,-34,29,107,-1,-1
Cc1ccc(NC(=O)CSc2nc3[nH]ncc3c(=O)[nH]2)c(C)c1,3,6,103,6,11,6,102,24,22
Cc1c(NC(=O)/C=C/c2cccs2)c(=O)n(-c2ccccc2)n1C,-3,2,100,2,-9,3,101,-14,10
O=C(CN1CCN(c2cccc(Cl)c2)CC1)Nc1ccc(S(=O)(=O)N2CCOCC2)cc1,-1,-1,96,9,-8,-5,97,-4,54
CC1CCc2c(sc(NC(=O)c3ccc(Cn4cc([N+](=O)[O-])cn4)o3)c2C#N)C1 (stereo not drawn),-1,12,106,-2,7,8,104,1,0
CC1CCN(C(=O)CN2C(=O)C(C)(C)Oc3ccc(C(=O)NC(C)C)cc32)CC1,0,5,103,-1,-2,14,106,-14,12
CCOc1ccc(S(=O)(=O)NCCSCc2ccco2)cc1,-3,-5,94,3,-20,22,90,-2,0
COCCNS(=O)(=O)c1cc(C)c(C)cc1C,-1,-1,96,0,-11,0,100,-4,10
CCc1nc(Nc2ccccc2F)c2oc3ccccc3c2n1,2,9,103,5,-8,11,106,7,4
Cc1ccc(Cn2c(C(C)Nc3nc(-c4ccc(Cl)cc4)cs3)nc3cc(C(=O)NCCCO)ccc32)cc1 (stereo not drawn),0,1,99,1,/,/,102,/,/
COC(=O)c1c(C)nc(C)c(C(=O)OC)c1-c1ccc(OC)c(OC)c1,4,-1,104,2,8,-22,97,-3,5
COc1ccc(C(=O)OCC(=O)NC2CCCC2)c(OC)c1,1,4,103,3,2,-5,105,0,14
Cc1cccc(CSc2nc3c(c(=O)n2C)SCC3)c1,-1,-3,100,3,-6,12,96,5,5
COc1cc(C(=O)NCCOc2ccccc2)c(Br)c(OC)c1OC,9,5,104,6,-2,9,107,-14,35
COc1ccc(N(CN2C(=O)C3C4C=CC(C4)C3C2=O)C(=O)c2ccco2)cc1 (stereo not drawn),-2,-2,104,4,5,4,103,0,0
COC(=O)NC1(C(F)(F)F)NC(=O)N(C2CCCCC2)C1=O (stereo not drawn),4,7,105,1,20,3,103,1,-1
Cc1cc(C)n2c(-c3ccccc3Cl)nnc2n1,5,2,101,-3,-2,22,101,0,25
CN(CCOc1ccc(Br)cc1)CC(O)c1ccccc1 (stereo not drawn),-3,-16,94,-3,-3,8,99,-10,6
CCOC(=O)c1c(S(=O)(=O)Nc2ccc(CN3CCC(C)CC3)cc2)c(C)n(C)c1C,6,12,108,1,5,17,115,-1,12
NNC(=O)CSc1nc(-c2ccccc2)nc2c1CCCC2,8,4,108,0,-13,8,106,8,7
CN(C)c1nc(C=C(C#N)C#N)c(Cl)n1-c1ccc(F)cc1,-2,2,126,/,4,16,97,13,10
Nc1ccc(C(=O)OCC(=O)Nc2ccc([N+](=O)[O-])cc2C(F)(F)F)cc1,3,16,103,1,6,-4,108,1,28
O=C(NCCc1ccccc1)C(c1cccs1)N(C(=O)c1csnn1)C1CC1 (stereo not drawn),6,2,102,-2,-10,9,101,-1,15
COc1ccc(N(CC(=O)NCc2ccccc2)S(=O)(=O)c2c(C)noc2C)cc1,5,-1,100,1,0,6,95,-20,8
CCCCCCCNC(=O)C1(CC2CC(c3ccc(Cl)cc3)=NO2)CCN(C(=O)OC(C)(C)C)CC1 (stereo not drawn),6,-3,104,4,0,-24,106,3,18
Nc1ccc(C(=O)Nc2cccc(N)c2)cc1,2,-5,96,/,11,11,98,1,18
C[C@@]12CCC=C[C@H]1[C@H](c1ccc(F)c(/C=C/c3ccccc3)c1)N(Cc1ccccc1)C2=O,2,1,104,3,8,-10,107,/,3
Cc1ccccc1C(=O)NC(=S)Nc1ccc(N2CCN(C(=O)c3ccccc3)CC2)cc1,0,-1,95,1,-21,10,94,2,8
CN(CC(O)COc1ccc(S(=O)(=O)N2CCOCC2)cc1)C1CCCCC1 (stereo not drawn),1,-1,98,12,-6,11,96,-5,16
CC(=O)CCc1ccc(OCCCCn2cncn2)cc1,5,-3,98,-3,7,-6,103,1,28
CC(=O)c1cc2c(s1)-c1cc(F)ccc1OC2,7,-19,92,-1,-1,?,89,-5,15
Cc1ccc(NC(=O)c2cc(-c3ccccc3O)n[nH]2)cc1C,-2,0,98,4,-1,32,96,7,17
# (listing goes on)
SMILES,IDE cell activ,MEKK2mut PB1 HTS,MEKK3 PB1 HTS,IDE cell inh,p-CIP stab down,SUMO HTRF inh,MEKK2 WT-MEK5,PfM18AAP inh,NALP1 inh
Cc1nc2c3ccccc3[nH]c(=O)n2n1,3,3,115,-2,-4,12,102,-5,-4
COc1ccccc1NC(=O)CN1CCCCC1,4,1,97,1,5,4,99,0,1
CCOC(=O)N1CCN(C(=O)C(C)SCc2ccccc2)CC1 (stereo not drawn),-1,0,97,0,-3,-6,98,3,13
O=C(c1ccccn1)N1CCCC(N2CCN(c3cccc(C(F)(F)F)c3)CC2)C1 (stereo not drawn),-1,5,103,-2,11,0,111,10,20
CCOc1ccc(S(=O)(=O)N2CCN(S(=O)(=O)c3ccc(OCC)cc3)C(C)C2)cc1 (stereo not drawn),-1,5,96,1,11,12,94,2,2
COc1ccc(C(C)(C)C)cc1S(=O)(=O)N1CCN(C)CC1,2,2,98,-1,-10,-8,100,-5,27
CCOc1ccc(CC(=O)NCC2(N3CCCCC3)CCCCC2)cc1,1,/,/,1,10,-4,/,-4,13
COc1ccccc1C(=O)Nc1ccc(-c2nnn(CC(=O)N3CCOCC3)n2)cc1,2,9,108,2,6,11,106,0,6
Cc1ccc2c(c1)N(CC(=O)NCc1ccco1)C(=O)C(C(C)C)O2 (stereo not drawn),-2,-1,108,-1,0,16,108,0,/
CCCCOc1ccc(C(=O)Nc2cc(C)c(OCC(=O)N3CCOCC3)c(C)c2)cc1,-17,4,95,39*,-6,-44,107,-6,2
Cc1cc(C)c(C#N)c(SCC(=O)Nc2ccc(S(=O)(=O)Nc3onc(C)c3C)cc2)n1,5,1,106,-4,-5,4,105,-2,18
CC(NC(=O)c1cc(S(=O)(=O)N2CCCC2)cn1C)c1ccccc1 (stereo not drawn),6,2,98,0,5,6,100,-1,16
O=C1c2cccnc2C(Nc2ccc(Br)cc2Br)N1Cc1cccs1 (stereo not drawn),/,-5,110,-6,-3,-4,91,3,-13
Oc1ccc(C(=S)N2CCCCC2)cc1Cl,3,0,102,-2,-8,8,103,-1,1
CCN(CC)S(=O)(=O)c1ccc(N2CCCC2)c(NC(=O)Cc2ccc(OC)cc2)c1,0,-3,98,-2,-19,30,97,2,-5
Cc1c(C)n(C(=O)CN2CCC(C(N)=O)CC2)c2ccccc12,-3,5,101,-4,-7,-8,105,-10,18
COc1ccc(NC(=O)c2cc(S(=O)(=O)N3CCOCC3)cn2C)c(OC)c1,-3,-5,98,-1,2,-8,101,0,18
O=C1O/C(=C/C(=O)N2CCOCC2)c2ccccc21,6,6,89,4,-13,7,99,1,-90
CNC(=O)NC(=O)C(C)OC(=O)CCCc1nc2ccccc2s1 (stereo not drawn),4,-4,107,1,0,6,102,2,13
C=CCc1c(C)nc(SC)nc1Nc1ccc(C(C)=O)cc1,5,8,105,6,6,-8,104,4,7
CCC12CN3CCN(CC(C3)/C1=N\NC(=O)c1ccc(F)cc1)C2,7,-6,101,4,-11,7,94,-2,2
CCn1ncc(CN2CCC(C(=O)Nc3cccc(-c4cccc(F)c4)c3)CC2)c1C,3,11,103,6,8,2,135,-8,25
CCOC(=O)C1(CCCc2ccccc2)CCN(C(=O)c2ccoc2)CC1,0,8,102,5,5,9,98,5,16
O=C(Nc1ccc(Cl)cc1F)c1cc(S(=O)(=O)N2CCCCC2)ccc1F,6,-3,86,-1,5,14,86,-7,17
O=[N+]([O-])c1ccc(N=Nc2ccc(O)cc2O)cc1,4,8,99,3,-9,1,104,2,-10
C/C(=N\NC(=O)c1ccncc1)c1cccnc1,9,1,102,/,-5,-3,98,-8,-11

# Whole records from above.
# C/C(=N\NC(=O)c1ccncc1)c1cccnc1 across the screens: IDE cell activ: 9; MEKK2mut PB1 HTS: 1; MEKK3 PB1 HTS: 102; IDE cell inh: /; p-CIP stab down: -5; SUMO HTRF inh: -3; MEKK2 WT-MEK5: 98; PfM18AAP inh: -8; NALP1 inh: -11
# CCn1ncc(CN2CCC(C(=O)Nc3cccc(-c4cccc(F)c4)c3)CC2)c1C across the screens: IDE cell activ: 3; MEKK2mut PB1 HTS: 11; MEKK3 PB1 HTS: 103; IDE cell inh: 6; p-CIP stab down: 8; SUMO HTRF inh: 2; MEKK2 WT-MEK5: 135; PfM18AAP inh: -8; NALP1 inh: 25

# Bioassay records as filed in PubChem BioAssay.
